MEKK2wt PB1 HTS: raises or lowers MEK5 binding to wildtype human MEKK2 PB1 domain; AID 1531; actives 1.1% (n = 290,000); Q9Y2U5; bead flow cytometry, Alexa488-MEK5 binding to MEKK2 WT; actives lie on both sides; binding response (% of control), % at 10 µM; in the data active means binding response below about 67% or above about 130%
PHOSPHO1 inh: PHOSPHO1 (human) inhibition | Q8TCT1 | recombinant PHOSPHO1, absorbance phosphatase assay | inhibition, % at 13.3 µM | actives 1.1% (n = 290,000) | AID 1565; in the data active means inhibition above about 60%
OXTR ag: human OXTR agonism. actives 0.32% (n = 320,000). P30559. CHO-OTR cells, Fluo-8 calcium fluorescence; normalized: DMSO 0%, oxytocin 100%. activation, % at 3 µM;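 active means activation above the mean of all tested compounds plus 3 SD, cutoff set per screening run, cut at about 20% in these data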;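 further: peak over basal fluorescence ratio from a 100 s FLIPR kinetic read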
Target sequence (P30559 whole entry, looked up): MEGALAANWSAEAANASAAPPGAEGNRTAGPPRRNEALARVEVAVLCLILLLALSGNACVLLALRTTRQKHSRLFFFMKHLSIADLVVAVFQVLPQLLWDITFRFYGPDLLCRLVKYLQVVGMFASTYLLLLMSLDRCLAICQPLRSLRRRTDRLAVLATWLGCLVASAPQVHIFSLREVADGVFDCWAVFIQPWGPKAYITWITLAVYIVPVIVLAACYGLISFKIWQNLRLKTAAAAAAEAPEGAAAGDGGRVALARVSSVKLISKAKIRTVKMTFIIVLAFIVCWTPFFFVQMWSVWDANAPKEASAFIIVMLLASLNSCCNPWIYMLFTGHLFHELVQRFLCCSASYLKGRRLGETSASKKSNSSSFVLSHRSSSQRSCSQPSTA
MEKK2mut PB1 HTS: signal of MEK5 binding to mutant human MEKK2 PB1 domain | percent response, % at 10 µM | actives 0.35% (n = 290,000) | bead flow cytometry, Alexa488-MEK5 binding to MEKK2 mutant | AID 1530; in the data active means percent response above about 24%, passing the limit was not always enough; further: inactives centre near 1; some results filed as inactive read as strong as hits; reference of the scale not given here
GPR7 antag: antagonists of human GPR7 (neuropeptides B/W receptor 1); P48145; GPR7-expressing cells, fluorescence antagonist assay; inhibition, % at 4.4 µM; actives 1.1% (n = 290,000); AID 1861; in the data active means inhibition above about 16%, passing the limit was not always enough;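 further: cells stimulated with the agonist NPW; 0% = agonist with vehicle and 100% = vehicle without agonist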
GalR3 antag: human GalR3 antagonism; HEK293 GalR3-CNG cAMP membrane potential fluorescence; galR3 body fused to GalR1 C-terminus; inhibition, % at 3 µM; actives 0.44% (n = 360,000); AID 651719;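 active means inhibition above the screen-wide average plus 3 SD, cut at about 13% in these data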;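 further: forskolin and galanin both at EC90 stimulate the cells; cAMP rise reported by CNG channel membrane potential dye signal; 0% = forskolin plus galanin with DMSO and 100% = forskolin alone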
NALP1 inh: NALP1 inhibition; S. cerevisiae NALP1/ASC/caspase-1 growth, X-gal OD620, 72 h; inhibition, % at 10 µM; actives 0.61% (n = 280,000); AID 2071; in the data active means inhibition mostly above about 24%, no sharp cut-off; inactive means mostly below about 32%; further: some compounds called inactive have numbers as strong as hits
MEKK3 PB1 HTS: MEKK3-MEK5 PB1 interaction, increase or decrease; bead-based flow cytometry, Alexa488-MEK5 binding to MEKK3; actives lie on both sides; 0 = blocked by unlabeled MEK5, 100 = vehicle; binding response (% of control), % at 10 µM; actives 1.4% (n = 290,000); AID 1529;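 active means binding response more than 3 SD above or below the average of its plate-row segment, actives on both sides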;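 further: Alexa488 bead fluorescence after subtracting the streptavidin-only scavenger bead signal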
Target sequence (Q99759 whole entry, looked up): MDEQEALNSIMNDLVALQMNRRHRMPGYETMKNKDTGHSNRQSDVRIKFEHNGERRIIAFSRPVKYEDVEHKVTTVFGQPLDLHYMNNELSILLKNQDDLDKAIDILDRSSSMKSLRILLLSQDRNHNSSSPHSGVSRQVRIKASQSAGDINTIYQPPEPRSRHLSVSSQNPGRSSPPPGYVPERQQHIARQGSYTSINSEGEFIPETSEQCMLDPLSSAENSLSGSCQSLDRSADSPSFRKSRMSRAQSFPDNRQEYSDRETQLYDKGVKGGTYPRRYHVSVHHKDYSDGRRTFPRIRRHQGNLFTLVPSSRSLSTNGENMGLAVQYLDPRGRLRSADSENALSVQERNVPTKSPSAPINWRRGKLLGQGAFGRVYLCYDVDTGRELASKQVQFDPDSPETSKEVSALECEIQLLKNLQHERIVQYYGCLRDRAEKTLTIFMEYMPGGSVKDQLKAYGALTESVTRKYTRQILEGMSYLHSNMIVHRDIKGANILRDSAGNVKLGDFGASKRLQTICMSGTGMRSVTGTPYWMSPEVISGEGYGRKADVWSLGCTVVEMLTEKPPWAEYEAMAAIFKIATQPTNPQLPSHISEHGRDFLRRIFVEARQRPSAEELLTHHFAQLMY
V1aR counter: counter-screen for oxytocin receptor agonists: human V1a receptor agonists | P37288 | CHO-V1R cells, Fluo-8 calcium fluorescence, agonist mode; 0% DMSO, 100% 3 nM vasopressin | activation, % at 3 µM | actives 0.25% (n = 320,000);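 active means activation above the mean activation of all tested compounds plus 3 SD, per screening run, cut at about 20% in these data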;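 further: signal is peak over basal fluorescence ratio across a 100 second FLIPR read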
* marks the source's active call; other numbers are inactive results; · = not tested or not shown.

SMILES	MEKK2wt PB1 HTS	PHOSPHO1 inh	OXTR ag	MEKK2mut PB1 HTS	GPR7 antag	GalR3 antag	NALP1 inh	MEKK3 PB1 HTS	V1aR counter
COc1cccc(CCNC(=O)CC2C(=O)NCCN2CC(C)(C)C)c1 (configuration not stated)	108	-3	0.0	7	-8	-4	5	106	1.4
Cc1cc(C(=O)NCCCOC(C)C)c2ccccc2n1	105	27	0.7	7	-14	-5	-12	101	0.1
Cc1noc(C)c1-c1nc(CSc2ccccc2)no1	104	33	-2.3	0	9	4	1	103	0.6
COc1cccc(OC)c1-c1nn2c(-c3ccccc3Cl)nnc2s1	91	4	-1.6	-6	-14	2	18	93	-1.7
CCn1cnc2c1c(=O)n(CC(=O)NCC(F)(F)F)c(=O)n2Cc1ccccc1	95	-43	-0.3	-2	2	-7	9	95	-0.4
Cc1ccc(N(CC(=O)NC(C)(C)C)C(=O)CNC(=O)c2cccs2)cc1	100	54	0.8	-5	2	2	7	97	1.0
OCCNC(=S)NCc1ccccc1	85	7	-0.5	-8	-13	-3	-17	93	-1.0
N/C(=N\OC(=O)c1cc(-c2ccccc2)nc2ccccc12)c1ccc(Cl)cc1	95	8	1.9	-2	11	-3	-6	102	-0.5
Cc1cc(NC(=O)COC(=O)C2CC(=O)N(c3ccc(Cl)cc3)C2)no1 (configuration not stated)	106	39	-0.1	0	-6	-5	16	101	-0.3
CCn1c(SCC(=O)c2cc(OC)ccc2OC)nnc1-c1ccncc1	98	·	0.0	-1	-9	-3	·	102	0.2
O=C(CSc1nnc(NC(=O)C2CC2)s1)NCc1ccco1	96	-54	0.4	-2	1	2	8	98	5.1
COc1cc(C(=O)N2CCN(C(=O)C(Cc3cc(C)ccc3C)NC(C)=O)CC2)cc(OC)c1OC (configuration not stated)	99	-1	-0.2	3	8	-6	-74	101	-0.1
CCN(c1ccccc1)S(=O)(=O)c1ccc(N)c(OC)c1	·	14	-0.9	·	-1	-5	38	·	-0.4
CNC(=O)NC(=O)COC(=O)CCCOc1ccc(OC)cc1	98	24	-0.3	-2	-8	6	4	100	-0.5
COc1cc(S(=O)(=O)N(C)C2CCCCC2)c(C)cc1C	102	44	·	0	-16	10	10	102	·
COc1ccc(N2C(=O)CC(Sc3nc(C)c4c(n3)CCCC4)C2=O)cc1 (configuration not stated)	90	1	1.0	-6	14	-5	8	91	0.6
CCc1ccc(N2CC(C(=O)N3CCCC3)CC2=O)cc1 (configuration not stated)	103	36	0.3	-1	-20	-6	4	103	0.0
Cc1ccc(Cl)cc1N1CCN(C(=O)COc2ccc(S(=O)(=O)NC(C)C)cc2)CC1	112	5	4.3	7	12	·	4	114	8.1
CCN(CC)S(=O)(=O)c1ccc(C(=O)N2CCN=C2SC)cc1	107	-14	0.3	4	5	1	24	101	0.5
Cc1ccc2nc(SCC(=O)N/N=C/c3ccc(C(=O)O)cc3)cc(C)c2c1	100	56	0.5	3	-12	2	11	104	0.8
CC(C)CN1C2CCCC1CC(NC(=S)NCc1ccco1)C2 (configuration not stated)	109	-10	-0.3	4	-9	-5	2	101	-1.0
CCOc1ccccc1OC(=O)c1ccco1	87	2	-1.8	-10	-1	-5	9	90	-1.0
Cc1cccc(N2CCCn3c2nc2c3c(=O)n(CCN3CCOCC3)c(=O)n2C)c1	106	10	-0.5	4	8	-8	6	106	0.2
COCC(=O)N1CCCC(C(=O)c2ccc(-c3ccccc3)cc2)C1 (configuration not stated)	96	8	4.4	0	-6	-1	-82	98	5.0
CC(C)(C)S(=O)(=O)/C(C#N)=N/Nc1ccc(C#N)cc1	102	-7	3.3	-4	3	1	25	110	4.9
O=C(OCc1cccc2ccccc12)c1ccc2c(=O)[nH]c(CN3CCOCC3)nc2c1	108	9	·	-1	0	-3	19	109	·
COc1cccc(OCC(=O)Nc2ccccc2C(N)=O)c1	115	12	-0.1	9	6	-4	2	110	-0.2
Cc1ccccc1Nc1nc(N)nc(COC(=O)c2cccc(S(=O)(=O)NCc3ccccc3)c2)n1	96	2	7.0	-4	17	-1	35	91	7.9
Cc1ccc(NC(=O)N2Cc3ccccc3CC2C(=O)NC(C)(C)C)cc1 (configuration not stated)	107	11	-2.1	5	-6	-2	-4	103	-0.1
CCCc1cc(=O)[nH]c(SCC(=O)c2c(N)n(C)c(=O)n(C)c2=O)n1	112	38	0.1	11	1	1	4	104	0.6

Three of the entries above in order of the MEKK2mut PB1 HTS value, largest number first:
compound	MEKK2mut PB1 HTS
Cc1ccc(NC(=O)N2Cc3ccccc3CC2C(=O)NC(C)(C)C)cc1 (configuration not stated)	5
O=C(OCc1cccc2ccccc12)c1ccc2c(=O)[nH]c(CN3CCOCC3)nc2c1	-1
CNC(=O)NC(=O)COC(=O)CCCOc1ccc(OC)cc1	-2

Next section
SMILES	MEKK2wt PB1 HTS	PHOSPHO1 inh	OXTR ag	MEKK2mut PB1 HTS	GPR7 antag	GalR3 antag	NALP1 inh	MEKK3 PB1 HTS	V1aR counter
COc1ccccc1C(NC(C)=O)c1cc(Cl)c2cccnc2c1O (configuration not stated)	109	24	1.8	5	-2	-9	21	104	0.0
Nc1ccc(C(=O)OCc2ccncc2)cc1[N+](=O)[O-]	104	32	0.7	6	-5	-5	9	108	-0.2
C=C1CC2C(CCC3(C)C2CCC3(O)C(C)=O)C2(C)CCC(=O)C=C12 (configuration not stated)	98	8	-1.6	-3	-2	-9	7	88	1.8
Cc1cccc(NC(=S)NC2CCCC2)n1	104	-32	-1.6	-1	-23	-8	0	100	-2.0
Cn1c(=O)c2c(SCC(=O)NCCc3ccccc3)nc(C3CC3)nc2n(C)c1=O	97	13	1.5	-1	-2	·	·	98	0.3
COCCn1c(SCC(=O)Nc2ccc(Cl)cn2)nc2ccccc21	91	8	-1.6	-4	8	-8	2	87	-0.3
CCOC(=O)C1=C(C)N=C2SCCC(=O)N2C1c1sccc1C (configuration not stated)	101	4	-2.0	3	-1	-6	22	103	-1.3
CCN(CC)CC(C)CNC(=O)CC(C(=O)N1CCc2ccccc21)n1ccnc1 (configuration not stated)	106	-4	1.3	3	-7	-6	5	105	0.4
CC(=O)Nc1ccc2c(c1)C(=O)c1ccccc1C2=O	94	40	-0.1	-5	-3	-4	22	90	0.3
O=C(Cn1cnc(Cl)c1Cl)c1ccc(F)cc1	98	3	2.4	-3	-15	-1	13	100	1.6
CC1=Nn2c(nnc2-c2ccco2)SC1	102	39	1.2	0	2	-4	12	100	1.0
CC(=O)OC[C@H]1COc2ccc3ccccc3c2[C@H]1N(C)C(C)=O	93	49	-0.2	-9	-3	·	21	95	-0.4
COc1ccc2c(c1)C(C)=CC(C)(C)N2S(=O)(=O)c1ccc(NC(C)=O)cc1	98	40	2.1	0	24*	-6	7	87	4.6
COc1ccc(NC(=O)CCCNC(=O)Cn2cnc3sc(C)c(C)c3c2=O)cc1OC	100	35	0.1	0	-9	-7	4	100	-0.4
CCCCN(CC)Cc1ccc(CNC(=S)Nc2c(C)cc(C)cc2C)o1	102	18	5.2	-5	-3	-6	6	100	-1.2
Cc1oc2ccc(O)c(CN(C)C)c2c1C(=O)c1ccccc1	95	-1	-0.2	-12	-5	-10	8	96	0.9
CCN(C(=O)c1ccc(Cl)cc1[N+](=O)[O-])c1ccccc1C	93	17	-2.5	-6	6	-1	7	99	-1.7
CCN(CC)CCNc1ccnc2cc(Cl)ccc12	112	17	1.2	4	-1	-4	37	100	0.3
O=C(OCC1CCNCC1)c1ccc2c(c1)OCO2	106	34	·	4	-10	-7	-1	100	·
CCOc1ccc(NCc2nnc(SCC(=O)Nc3cc(C)on3)n2-c2ccc(OC)cc2)cc1	94	21	0.8	-3	-4	·	8	93	0.7
Cc1ccccc1CC(=O)Nc1cccnc1	109	19	0.3	9	-8	-8	10	103	-0.6
O=C(CN1C(=O)COc2ccc(Cl)cc21)N1CCCCC1	111	43	-0.5	10	-5	-1	6	104	0.2
CCCC(=O)Nc1ccc(Cl)c(NC(=S)NC(=O)c2ccco2)c1	133	1	2.7	17	-3	7	35	107	3.4
COc1ccc(CC(=O)Nc2cccc(-c3csc(C)n3)c2)cc1	104	12	-2.2	5	-10	1	14	105	-0.9
CCN(c1ccccc1)S(=O)(=O)c1ccc2c(c1)C(C)(C)C(=O)N2C	98	31	-1.5	0	-4	·	6	102	0.6
O=C(NCCCCc1ccccc1)c1ccc(Br)o1	97	15	-1.2	-2	-4	-6	12	88	-0.1
CCOC(=O)C1CCN(C(=O)Cc2c(C(=O)O)[nH]c3ccccc23)CC1	127	0	0.5	20	-16	2	-2	120	0.3
CC(C)N1C(=O)/C(=C/c2nc3ccccc3c(=O)n2-c2ccccc2)c2ccccc21	·	10	-2.3	·	4	-1	32	·	-1.1
CC(C)Cc1cc(C(=O)N2N=C(C(F)F)CC2(O)C(F)F)c2ccccc2n1 (configuration not stated)	101	-11	-0.7	4	-17	-2	6	96	-0.2
CCNC(=S)Nc1cc(OCC)c(N2CCOCC2)cc1OCC	98	13	0.7	-1	-2	3	27	99	1.0
CCOC(=O)C1=NN(c2ccccc2)C2=NC(C)=C(C(=O)OC)C(c3cccs3)N12 (configuration not stated)	101	·	-0.4	2	-11	-5	·	105	-0.5
CCC1CCc2c([nH]c3ccccc3c2=O)O1 (configuration not stated)	110	-2	3.5	2	0	-9	29	147*	2.0
O=C(Nc1ccc(Cl)cn1)c1ccc2c(c1)OCCO2	94	4	0.2	-5	7	-7	-4	99	0.1
COc1ccc(NC(=O)COc2nsnc2N2CCOCC2)cc1	97	30	0.4	0	2	-7	4	101	0.0
Cc1ccc(S(=O)(=O)N/N=C/c2cnn(C)c2C)cc1	·	-3	-0.1	·	-1	-5	12	·	1.2
Cc1ccc(-c2cc(C(=O)NCc3cccnc3)no2)cc1	107	4	1.4	6	5	2	24	104	1.1
COc1cc(NC(=S)NCCC(c2ccccc2)c2ccccc2)c(OC)cc1Cl	124	-14	-0.5	10	-10	-1	4	103	0.3
Fc1cccc(C[n+]2csc3ccccc32)c1	99	-24	0.6	5	13	-8	-3	102	-0.3
Cn1cccc1C(=O)N1CCc2ccccc2C1	106	34	-0.9	5	-6	1	19	105	1.2
O=c1c(NCCc2ccccc2)c(-c2ccccc2)c1=O	107	18	2.8	-1	10	-9	15	102	5.1
CC(=O)c1ccc(N2CCN(C(=O)CCCn3c(=S)[nH]c4cc5c(cc4c3=O)OCO5)CC2)cc1	104	63*	-0.7	1	-10	-5	-8	100	0.2
Cn1c(SCC(=O)Nc2cccc(S(=O)(=O)NC3=NCCCCC3)c2)nnc1-c1ccccc1	96	-5	-0.5	-6	-3	-6	-14	105	0.1
CCn1c(SC)nnc1C1CCN(S(=O)(=O)c2ccc(OC)cc2)CC1	101	4	1.2	0	-8	-3	-7	102	3.0
COc1cc2c(cc1OC)C1(NCC2)C(=O)Nc2ccccc21 (configuration not stated)	97	-7	-0.4	-3	-7	-6	21	98	0.5
C=CCOc1cccc(C(=O)NC(c2ccccc2)C(C)C)c1 (configuration not stated)	106	25	-2.2	2	-2	1	1	105	-0.6
CC(NC(=S)Nc1ccccc1)C(c1cccs1)N1CCOCC1 (configuration not stated)	95	24	0.5	-11	0	-7	·	89	-1.1
Nc1[nH]n2c(=O)cc(-c3ccccc3)nc2c1N=Nc1ccccc1	100	19	-1.6	16	9	-2	-6	104	-0.8
Cc1c(C(=O)c2ccccc2C(=O)O)sc2ccccc12	110	14	-0.6	7	-2	-12	8	106	0.2

Molecules above containing a COOH group (three):
SMILES	MEKK2wt PB1 HTS	PHOSPHO1 inh	OXTR ag	MEKK2mut PB1 HTS	GPR7 antag	GalR3 antag	NALP1 inh	MEKK3 PB1 HTS	V1aR counter
Cc1ccc2nc(SCC(=O)N/N=C/c3ccc(C(=O)O)cc3)cc(C)c2c1	100	56	0.5	3	-12	2	11	104	0.8
CCOC(=O)C1CCN(C(=O)Cc2c(C(=O)O)[nH]c3ccccc23)CC1	127	0	0.5	20	-16	2	-2	120	0.3
Cc1c(C(=O)c2ccccc2C(=O)O)sc2ccccc12	110	14	-0.6	7	-2	-12	8	106	0.2
